TSG101-PTAP inh: qHTS Assay for Iinhibitors of HIV-1 Budding by Blocking the Interaction of PTAP/TSG101 | Fluorescence polarization, FITC-PTAP peptide / Tsg101 binding | Potency, µM (series often up to 115 µM), for the others: top-dose activity change, negative = inhibition, actives largely listed as inhibitors | 340,000 tested, under 10 active; active = well fitted inhibition curve with a large enough effect in the main read-out, with a control signal flat, not every such curve was filed as active; inconclusive = small, poorly fitted or top-dose-only effect, or effect the other way, or a change in a side signal; inactive = no such curve, though single readings can be large or run the other way; note: potency is the fitted concentration of half-maximal effect; % of control where 0% means no effect
Target sequence (Q99816 whole entry, looked up): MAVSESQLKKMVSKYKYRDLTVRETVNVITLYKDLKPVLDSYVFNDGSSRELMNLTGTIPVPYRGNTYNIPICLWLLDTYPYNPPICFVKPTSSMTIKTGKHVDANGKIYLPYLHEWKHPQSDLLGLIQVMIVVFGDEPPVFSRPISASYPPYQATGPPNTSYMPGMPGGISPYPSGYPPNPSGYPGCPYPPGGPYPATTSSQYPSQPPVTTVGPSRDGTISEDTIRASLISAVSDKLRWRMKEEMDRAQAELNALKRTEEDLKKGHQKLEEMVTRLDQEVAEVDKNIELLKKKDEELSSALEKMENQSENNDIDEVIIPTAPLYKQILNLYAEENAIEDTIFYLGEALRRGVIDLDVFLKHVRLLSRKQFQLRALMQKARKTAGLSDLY
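Compounds were pin-transferred onto Tsg101 binding domain (10 uM final) in HEPES pH 7.5 buffer, then FITC-PTAP peptide was added at 50 nM final. After 20 min at RT, polarization reported peptide displacement across a qHTS concentration series.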
ELG1 genotox: qHTS screen for small molecules that induce genotoxicity in human embryonic kidney (HEK293T) cells expressing luciferase-tagged ELG1; HEK293T ELG1-luciferase reporter, luminescence, 16 h; Potency, µM (doses to about 46 µM), without a hit: top-dose activity change, positive = activation, usual class: activators; hit rate 1.3% among 330,000; note: potency is the fitted concentration of half-maximal effect; % of control where 0% means no effect; nearly all actives have a fitted effect of over 60% in size
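ELG1-luciferase HEK293T cells, 2,000/well; compound pinned in; 16 hr, 37 °C, 5% CO2; ONE-Glo, 30 min RT; luminescence on CCD imager.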
ASM inhibitor: Inhibitors of Secretory Acid Sphingomyelinase (S-ASM): qHTS. placental ASM, HMU-PC fluorogenic substrate, 60 min. Potency, µM (doses to about 57.5 µM), without a hit: top-dose activity change, negative = inhibition, usual class: inhibitors. hit rate 0.006% among 340,000. AID 504937, 2011; note: potency is the fitted concentration of half-maximal effect
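Steps: dispense placental human ASM, pin compound, wait 10 min at room temperature, add HMU-PC0 substrate at 9 uM final, incubate 60 min at 37 °C, add stop solution raising pH to 10, read fluorescence.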
Integrin act MD: qHTS for Activators of Integrin-Mediated Alleviation for Muscular Dystrophy; alpha7betagal myoblasts, beta-gal FDG fluorescence, 48 h; Potency, µM (series often up to 38.3 µM), without a hit: top-dose activation, hits mostly activators; hit rate 0.064% among 350,000;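 note: potency is the fitted concentration of half-maximal effect; 100% = response of the positive control SU9516; nearly all actives have a fitted effect of over 60% in size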
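Alpha7betagal+/- myoblasts (passage 13) were plated 16-24 hr, then exposed to compounds (1:260 dilution of DMSO stock) for 48 hours at 37C. After MPER lysis, β-galactosidase reporter activity was read as FDG fluorescence (ex 480/em 540) after 30 minutes.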
p53 reactivator: qHTS assay for re-activators of p53 using a Luc reporter. Potency, µM (doses to about 92.2 µM), inactives show at the highest dose activity change, positive = activation, actives largely listed as activators. H1299 p53-A138V BP100-luciferase reporter, luminescence, 24 h. hit rate 0.063% among 320,000; note: potency is the fitted concentration of half-maximal effect; % of control where 0% means no effect; nearly all actives have a fitted effect of over 45% in size
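H1299 (p53-null), stable ts p53-A138V + BP100-Luc; 1000 cells/well, Opti-MEM/10% FBS; cpd 4 pt, 1:5; 24 h, 37 deg C, 5% CO2; detection reagent 10 min RT; luminescence.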
TRPV1 agonist: HTS Assay for Compounds that Act as Agonists of the Vanilloid Receptor 1; hit rate 0.19% among 320,000; AID 540275, 2011; Transient receptor potential cation channel subfamily V member 1 (Homo sapiens), Q8NER1; TRPV1-expressing cells, Fluo-8 calcium influx, agonist mode; activation, % at 8.33 µM; in the data active = activation above about 80%; inconclusive = between about 30% and that limit; note: 0% is about no effect
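TRPV1-expressing cells were cultured overnight at 35.5C and loaded with Fluo-8 calcium dye for 40 to 90 min at room temperature. After a 10 s baseline, compound was added and calcium influx was read kinetically for 3 min (ex 480/em 520 nm).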
USP2a block: qHTS Assay for Inhibitors of Ubiquitin-specific Protease USP2a Using CHOP2 as the Reporter. hit rate 0.01% among 330,000. AID 463254, 2010. Ubiquitin carboxyl-terminal hydrolase 2 (Homo sapiens), O75604. USP2 core, Ub-CHOP2 coupled fluorogenic reporter, 485/531. Potency, µM (titrated, usually from 38.3 µM), for the others: at the highest dose activity change, negative = inhibition, usual class: inhibitors;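 note: potency is the fitted concentration of half-maximal effect; plate controls were DMSO wells for no effect and full inhibition by NEM control for full effect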
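Cell-free coupled assay: 10nM USP2 core preincubated 30min RT with compound in Tris-HCl pH 8.0/CaCl2/CHAPS buffer, then 25nM Ub-CHOP2 and 25nM reporter substrate; fluorescence (Ex 485/Em 531) read after 60min RT, normalized to NEM inhibition, concentration-response curves fitted.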
Eya2 inh: qHTS Assay for Inhibitors of the Phosphatase Activity of Eya2. Protein phosphatase EYA2 (Homo sapiens), O00167. recombinant Eya2, OMFP fluorescence dephosphorylation (OMFP is methylfluorescein phosphate). Potency, µM (doses to about 76.9 µM), without a hit: top-dose activity, negative = inhibition, usual class: inhibitors. hit rate 0.006% among 330,000. AID 488837, 2010; note: potency is the fitted concentration of half-maximal effect; % is set by controls: 0 for no effect and ±100 for the full control effect
Target sequence (O00167 whole entry, looked up): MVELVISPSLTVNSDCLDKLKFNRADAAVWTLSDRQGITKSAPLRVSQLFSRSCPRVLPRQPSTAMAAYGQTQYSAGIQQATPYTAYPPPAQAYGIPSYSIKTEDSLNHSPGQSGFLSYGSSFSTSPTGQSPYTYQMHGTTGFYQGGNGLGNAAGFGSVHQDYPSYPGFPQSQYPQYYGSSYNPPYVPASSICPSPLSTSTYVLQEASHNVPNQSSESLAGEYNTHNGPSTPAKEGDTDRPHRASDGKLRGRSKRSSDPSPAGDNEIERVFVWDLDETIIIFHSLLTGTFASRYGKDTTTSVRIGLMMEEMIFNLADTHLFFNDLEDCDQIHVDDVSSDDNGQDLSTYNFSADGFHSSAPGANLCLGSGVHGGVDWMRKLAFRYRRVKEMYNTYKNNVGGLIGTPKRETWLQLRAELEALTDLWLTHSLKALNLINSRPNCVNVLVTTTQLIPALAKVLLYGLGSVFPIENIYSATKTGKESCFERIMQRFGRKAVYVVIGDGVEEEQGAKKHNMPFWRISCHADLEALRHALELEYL
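Eya2 protein (added as 0.2 uM solution) was preincubated with compound for 10 min at ambient temperature in 50 mM HEPES pH 7.5, 50 mM NaCl, 5 uM MgCl2, 0.05% BSA, 1 mM DTT. OMFP (added at 50 uM) then reacted 10 min; fluorescence read at 485/525 nm.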
BRCA1 expr up: qHTS Assay to Identify Small Molecule Activators of BRCA1 Expression. MCF7-BRCA1-FFLuc reporter, luminescence, 48 h; response scale: scaled: vehicle 0%, 10 µM genistein 100%. Potency, µM (titrated, usually from 46.1 µM), for inactives: top-dose activation, hits mostly activators. hit rate 1.1% among 380,000. AID 624202, 2012; note: potency is the fitted concentration of half-maximal effect; nearly all actives have a fitted effect of over 80% in size; some results filed as inactive show a strong effect at the top dose
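Quantitative HTS in MCF7 cells stably reporting BRCA1 expression via firefly luciferase. Compound treatment lasts 48 h at 37 °C in phenol-red free MEM. Activation is expressed relative to genistein at 10 microM and DMSO.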
B2AR arrestin: qHTS assay of beta-arrestin-biased ligands of beta2-adrenergic receptor; Beta-2 adrenergic receptor (Homo sapiens), P07550; beta-arrestin recruitment to beta2AR, cell-based reporter; Potency, µM (titrated, usually from 46.1 µM), for the others: at the top dose activation, most hits filed as activators; hit rate 0.02% among 330,000;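 note: potency is the fitted concentration of half-maximal effect; 0% = DMSO controls and full agonism = EC100 isoproterenol or metaproterenol; nearly all actives have a fitted effect of over 65% in size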
uPA generation: qHTS for Inhibitors of Cell Surface uPA Generation; cell surface uPA generation assay, qHTS; Potency, µM (series often up to 38.3 µM), without a hit: top-dose activity change, negative = inhibition, most hits filed as inhibitors; hit rate 0.31% among 330,000; AID 540303, 2011; active = well fitted inhibition curve with a large enough effect; inconclusive = small, poorly fitted or top-dose-only effect; inactive = no such curve, though single readings can be large or run the other way; tested in mouse RAW 264.7 cells; note: potency is the fitted concentration of half-maximal effect; % is set by controls: 0 for no effect and ±100 for the full control effect; nearly all actives have a fitted effect of over 55% in size
The depositor's hits bear a star; ? = inconclusive; · = no result given; [ ] = remark or other dose. Unless noted, calls come from the whole dose curve; as a rule, active = well fitted curve in the direction sought with a large enough effect; inconclusive = small, poorly fitted or top-dose-only effect, or another doubt; inactive = no such curve, though single readings can be large; an effect the other way counts as inactive or inconclusive.

SMILES	TSG101-PTAP inh	ELG1 genotox	ASM inhibitor	Integrin act MD	p53 reactivator	TRPV1 agonist	USP2a block	Eya2 inh	BRCA1 expr up	B2AR arrestin	uPA generation
O=[N+]([O-])c1ccccc1S(=O)(=O)c1ccccc1[N+](=O)[O-]	1%	-2%	0%	-40%	-2%	-3	-1%	10%	-2%	-0.1%	-17%
O=C(O/N=C\c1ccc(N2CCCCC2)c([N+](=O)[O-])c1)c1c(F)cccc1F	-7%	-1%	?	-18%	-3%	1	-1%	-15%	37%	0.0%	1%
CCCc1cc(=O)[nH]c(SCc2ccccc2Cl)n1	1%	2%	2%	?	0%	-5	-1%	-14%	5%[1.84 µM]	-0.1%	2%
CN(C)C(=S)c1ccc2ccccc2n1	-1%	0%	-2%	-23%	-3%	9	4%	-13%	5%	2.3%	2%
CCc1cc2cc3c(cc2nc1SCC(=O)OC(C)C)OCO3	-2%	-3%	0%	-15%	-1%	19	-2%	-5%	31%	-0.3%	8%
Cc1nnc(-c2cnn(C)c2N)n1CCCN1CCOCC1	-1%	6%	2%	-15%	3%	-1	3%	1%	-10%	-0.1%	3%
O=C(Cn1c(=O)sc2ccccc21)Nc1ccccc1C(=O)O	-4%	16%	6%	20%	0%	0	3%	11%	-1%	0.3%	1%
CC(C)N(C(=O)C1CC(=O)OC12CCCCC2)C(C)C (stereo unspecified)	2%	3%	3%	6%[7.66 µM]	0%	6	1%	0%	-2%	-1.0%	4%
Cc1ccc(-c2cc(C(F)(F)F)c(C#N)c(SCCC#N)n2)o1	-2%	15%	·	-5%	1%	17	0%	-1%	-27%	-0.2%	2%
CN(CC(=O)Nc1ccc(F)c(F)c1F)C(=O)C1CC(=O)N(C2CCCC2)C1 (stereo unspecified)	-2%	1%	1%	-4%	-1%	2	0%	15%	1%	-1.0%	-1%
Cn1nnnc1SCC(=O)NCc1cccc(C(=O)O)c1	-8%	7%	5%	-18%	6%	-4	-1%	-20%	12%	-0.2%	0%
CCOC(=O)/C=C/C(=O)Nc1ccc(Oc2ccccc2)cc1	-1%	2%	-1%	-22%	2%	?	-2%	-2%	-80%	0.1%	-5%
C=CCNC(=O)c1ccc(Cn2c(=S)[nH]c3cc4c(cc3c2=O)OCO4)cc1	3%	9%	-1%	-7%	-4%	-2	1%	-1%	-28%	-1.8%	·
NS(=O)(=O)c1ccc(-c2ccc(/C=C3\SC(=O)NC3=O)o2)cc1	1%	0%	75%[activator]	6%	10%	2	1%	0%	-50%	0.5%	-6%
COc1cccc(CNC(=O)C2CCCN2S(=O)(=O)c2ccc3c(c2)C(C)(C)C(=O)N3C)c1 (stereo unspecified)	-4%	3%	4%	15%	·	3	4%	-9%	-5%	-0.1%	-8%
CCOC(=O)C1=C(COC(=O)CCc2ccc(CC)cc2)NC(=O)NC1C (stereo unspecified)	-5%	1%	-4%	-22%	-2%	10	0%	-9%	16%	0.0%	3%
C=CCN1C(=O)CN=C1Nc1ccc(F)cc1	-2%	-5%	0%	0%	-3%	1	-4%	-7%	-21%	-0.5%	0%
CCOc1ccc(-n2nnnc2SCC(=O)c2ccccc2)cc1	-3%	10%	-2%	-26%	?	22	-1%	-12%	-52%	0.0%	-11%
Cc1ccc2[nH]c(O)c(N=NC(=O)C(C)n3cnc4ccccc4c3=O)c2c1 (stereo unspecified)	-2%	4%	-15%	5%	-4%	2	2%	3%	-43%	0.0%	4%
CC(C)Oc1ccc(CC(=O)NNC(=S)Nc2ccc(Br)cc2)cc1	1%	-6%	-5%	-1%	-8%	1	1%	-12%	-8%	-0.3%	-14%
CS(=O)(=O)c1cc([N+](=O)[O-])c(Sc2nc3ccccc3[nH]2)c([N+](=O)[O-])c1	-3%	-3%	-3%	15%[7.66 µM]	-15%	-8	0%	-4%	-26%	-0.2%	·
CCc1cc(=O)oc2cc(C)cc(OC(C)C(=O)NCCCN3CCCC3=O)c12 (stereo unspecified)	1%	3%	3%	24%	-4%	-3	2%	-4%	0%	-0.5%	7%
CCN(CC)S(=O)(=O)c1ccc(NC(=O)c2cc(-c3cccs3)nc3ccccc23)cc1	-1%	-5%	64%[activator]	1%	4%	1	-2%	9%	-10%	-0.6%	-9%
O=C(COC(=O)CNC(=O)c1ccc(Cl)cc1Cl)Nc1cccc(S(=O)(=O)N2CCCC2)c1	-8%	0%	-4%	0%	-4%	3	0%	-14%	-29%	0.1%	2%
Cc1ccc(OCC(=O)c2cc(C)n(Cc3ccco3)c2C)c([N+](=O)[O-])n1	-4%	8%	0%	-40%	2%	2	6%	11%	-40%	0.2%	-1%
CCOc1ccc([C@@H]2CC=C(C(=O)O)CN2S(=O)(=O)c2ccc(C)cc2)cc1	-5%	1%	12%	16%	14%	1	-2%	-5%	-10%	-0.4%	7%
Cc1ccsc1C(=O)N/N=C/c1ccc2c(c1)OCO2	-2%	2.3µM*	2%	13%	?	26	0%	2%	?	-0.3%	?
CCn1c2ccccc2c2cc(NC(=O)CSc3nnc(-c4cccc(Cl)c4)o3)ccc21	-1%	-4%	-16%	-3%	-7%	0	1%	14%	-73%	-0.5%	1%
COC(=O)C1CN(C(=O)COc2cc(C)cc(C)c2)c2ccccc2O1 (stereo unspecified)	-6%	1%	0%	?	-1%	14	4%	-1%	-16%	0.0%	0%
C=CCN(C(=O)COc1ccccc1)c1nnc(-c2ccncc2)s1	-6%	1%	-6%	19%	-2%	1	2%	-6%	46%	-0.4%	9%
COc1cccc(N2CCN(C(=O)C3CCC(=O)N(C4CCCCCC4)C3)CC2)c1 (stereo unspecified)	2%	-12%	3%	-34%[inhibitor]	-6%	-9	-8%	-5%	-35%	-1.1%	-5%
O=C(/C=C/c1cccc(F)c1)N1CCN(c2ccccn2)CC1	-7%	-12%	-3%	2%	0%	-5	-1%	0%	-14%	3.6%	-2%
C=C(C)CN(CC)C(=O)CSc1ccc(S(=O)(=O)N2CCN(Cc3ccccc3)CC2)cn1	-3%	-5%	3%	-22%	8%	6	0%	-12%	-26%	0.3%	-4%
CC1(C)CC2(C)Nc3ccccc3N2C(=S)N1 (stereo unspecified)	-3%	-1%	3%	-20%	0%	2	-6%	0%	-2%	0.1%	1%
C/C(CC(=O)Nc1ccc(N(C)C)cc1)=N\NC(=O)Cc1csc(N)n1	-2%	0%	6%	-18%	18%	19	-1%	-2%	-33%	-0.3%	-1%
O=C(NCc1ccc(Cl)cc1)c1cc(-c2cccs2)on1	-5%	-2%	0%	-4%	?	7	0%	0%	-7%	-0.2%	·
CCn1c(NCc2ccco2)nc2c1c(=O)n(C)c(=O)n2C	-5%	-2%	-1%	-3%	-7%	-5	-1%	-13%	-2%	0.2%	-2%
N#Cc1ccccc1S(=O)(=O)N1CCN(c2nc(-c3cccnc3)nc3ccccc23)CC1	0%	-6%	·	24%	-1%	-3	-2%	-3%	-47%	0.1%	-13%
Cc1ccc(C)c(S(=O)(=O)N2CCCOC2CNC(=O)C(=O)NCc2ccccn2)c1 (stereo unspecified)	0%	0%	4%	10%	-15%	0	-1%	6%	-15%	-0.9%	17%
Cc1ccc(-c2cc(C(=O)N3CCOCC3)no2)cc1	-2%	?	1%	12%	5%	?	7%	11%	-54%	0.1%	-11%
O=C(Cn1c(=O)oc2cc(S(=O)(=O)N3CCCC3)ccc21)N1CCN(c2ccccn2)CC1	-1%	-22%	3%	-3%	0%	2	0%	-18%	0%	-0.3%	9%
COc1ccc(Cl)cc1NC(=O)CSc1nc(C)cc(C)n1	-1%	0%	-2%	1%	1%	-5	4%	4%	-42%	0.1%	4%
COc1cc(C)c(NC(=O)c2cc(C3CC3)nc3c2cnn3C(C)C)cc1OC	-4%	-3%	-6%	8%	-7%	?	1%	-2%	-45%	-0.1%	?
